IDE act – human IDE activators in live cells, primary screen, fluorescence polarization, HEK cells, FAbeta-B substrate; Insulin-degrading enzyme (Homo sapiens), P14735; FAbeta-B cleavage; 0% vehicle, 100% cell-free pure enzyme wells; 340,000 tested, 0.073% active; AID 493087, 2011; activation, % at 5.96 µM;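 active = activation above the mean of all tested compounds plus 3 SD, set per screening campaign, cut at about 17% in these data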
Target sequence (P14735 whole entry, looked up): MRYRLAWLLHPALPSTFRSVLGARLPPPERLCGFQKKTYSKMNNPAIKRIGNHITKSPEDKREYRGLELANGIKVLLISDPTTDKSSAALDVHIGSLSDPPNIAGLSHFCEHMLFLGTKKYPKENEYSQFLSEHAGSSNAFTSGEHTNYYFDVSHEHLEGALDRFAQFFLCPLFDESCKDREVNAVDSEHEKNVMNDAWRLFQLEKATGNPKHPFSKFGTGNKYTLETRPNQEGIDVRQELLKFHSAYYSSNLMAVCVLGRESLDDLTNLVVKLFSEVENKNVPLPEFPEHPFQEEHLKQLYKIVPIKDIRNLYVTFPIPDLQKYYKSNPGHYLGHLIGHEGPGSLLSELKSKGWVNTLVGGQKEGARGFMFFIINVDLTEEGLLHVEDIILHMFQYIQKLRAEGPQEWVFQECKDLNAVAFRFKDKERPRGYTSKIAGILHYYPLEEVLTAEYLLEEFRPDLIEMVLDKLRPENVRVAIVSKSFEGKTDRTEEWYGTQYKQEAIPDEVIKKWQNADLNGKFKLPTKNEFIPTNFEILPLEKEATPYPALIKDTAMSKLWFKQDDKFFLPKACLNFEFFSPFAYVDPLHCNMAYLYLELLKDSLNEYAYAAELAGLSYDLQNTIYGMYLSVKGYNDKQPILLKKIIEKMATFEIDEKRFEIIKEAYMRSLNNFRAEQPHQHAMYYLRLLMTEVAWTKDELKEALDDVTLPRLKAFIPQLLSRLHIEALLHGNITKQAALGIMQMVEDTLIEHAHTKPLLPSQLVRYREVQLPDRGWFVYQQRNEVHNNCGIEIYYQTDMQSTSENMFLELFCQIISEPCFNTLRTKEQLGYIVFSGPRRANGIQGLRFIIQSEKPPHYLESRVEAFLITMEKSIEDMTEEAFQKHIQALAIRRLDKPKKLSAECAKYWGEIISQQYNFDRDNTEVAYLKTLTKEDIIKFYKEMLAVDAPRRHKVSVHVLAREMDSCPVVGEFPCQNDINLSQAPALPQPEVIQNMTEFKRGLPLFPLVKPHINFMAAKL
IMP-1 inh – IMP-1 metallo-beta-lactamase inhibitors, primary screen, biochemical, epi-absorbance readout, Pseudomonas aeruginosa enzyme; metallo-beta-lactamase IMP-1 (Pseudomonas aeruginosa); inhibition, % at 5.6 µM; AID 1556, 2009; purified IMP-1, nitrocefin hydrolysis, epi-absorbance fluorescence; 290,000 tested, 0.45% active;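 active = inhibition above the mean plus 3 SD of all compounds in the same screening run, cut at about 4.5% in these data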;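 note: 0% = IMP-1 with DMSO and 100% = DMSO wells lacking enzyme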
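assay system = purified recombinant IMP-1 metallo-beta-lactamase enzyme | schedule = 15 min preincubation plus 25 min reaction at 25 °C | signal = Epi-absorbance fluorescence, 480 nm excitation, 530 nm emission | read-out basis = percent inhibition from optical density relative to buffer-blank wells | controls = IMP-1 with DMSO as 0%, enzyme-free DMSO as 100%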
UBC9 SUMO inh – inhibitors of in vitro SUMOylation cascade, primary screen, biochemical, HTRF, uHTS; 290,000 tested, 0.36% active; AID 2006, 2009; SUMO-conjugating enzyme UBC9 (Homo sapiens), P63279; HTRF SUMOylation assay, SAE1/SAE2 + UBC9; inhibition, % at 35 µM; in the data active = inhibition above about 50%, passing the limit was not always enough; note: strong numbers were not always called active
NS3 helicase inh – inhibitors of HCV NS3 helicase, primary screen, biochemical, Cy5 molecular beacon fluorescence; Hepatitis C virus NS3 helicase; NS3 helicase DNA unwinding; inhibition, % at 10.9 µM; 290,000 tested, 0.56% active;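 active = inhibition above the mean of all tested compounds plus 3 SD, set per campaign, cut at about 35% in these data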;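 note: 0% = DMSO wells and 100% = thioflavine S control wells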
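Material: hepatitis C virus NS3 helicase domain fragment enzyme; measured by: Cy5 fluorescence, 0 and 60 min reads; control set: DMSO and thioflavine S; incubation: 60 min unwinding reaction at 25 °C after ATP addition; read-out basis: % inhibition from 60/0 min fluorescence ratio, DMSO 0%, thioflavine S 100%; repeats: singlicate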
VIM-2 inhibitor – VIM-2 metallo-beta-lactamase inhibitors, primary screen, biochemical, epi-absorbance readout, Pseudomonas aeruginosa enzyme. purified VIM-2, nitrocefin hydrolysis, epi-absorbance fluorescence. 290,000 tested, 0.89% active. inhibition, % at 5.6 µM;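 active = inhibition above the mean of all tested compounds plus 3 SD, cutoff set per screening run, cut at about 7.5% in these data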;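 note: red hydrolysis product quenches plate fluorescence so inhibitors raise well fluorescence; 0% = enzyme with DMSO and 100% = DMSO without enzyme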
pCIP destab – p/CIP-EGFP fusion destabilizers, primary screen, fluorescence, F442A cells. Q05BA5. 16 h. decrease of EGFP signal, % at 10 µM. 290,000 tested, 0.01% active. AID 1984, 2009;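 active = EGFP signal decrease of at least 30% at 10 µM or well 3 SD below plate mean, unless failing retest; inactive = the rest, including hits failing retest or dose response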; note: some compounds called inactive have numbers as strong as hits; many of its hits are not listed in these tables
IDE inh – human IDE inhibitors in live cells, primary screen, fluorescence polarization, HEK cells, FAbetaB substrate; Insulin-degrading enzyme (Homo sapiens), P14735; FAbetaB cleavage; inhibition, % at 5.59 µM; 320,000 tested, 0.41% active;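 active = percent inhibition above the average of all tested compounds plus 3 SD, set per screening campaign, cut at about 16% in these data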;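 note: IDE supplied by intact live HEK cells; FP after avidin binding of uncleaved biotin substrate so inhibition keeps polarization high; 0% = DMSO wells and 100% = 60 µM reference IDE inhibitor Ii1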
GalR3 antag – GalR3 antagonists in HEK293 cells, primary screen, cell-based, fluorescence readout. Galanin receptor type 3 (Homo sapiens), O60755. HEK293 GalR3-CNG cAMP membrane potential fluorescence; galR3 body fused to GalR1 C-terminus. inhibition, % at 3 µM. 360,000 tested, 0.44% active. AID 651719, 2012;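 active = inhibition above the screen-wide average plus 3 SD, cut at about 13% in these data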;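 note: forskolin and galanin both at EC90 stimulate the cells; cAMP rise reported by CNG channel membrane potential dye signal; 0% = forskolin plus galanin with DMSO and 100% = forskolin alone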
CRFBP-R2 block – antagonists of CRF-BP/CRF-R2 complex, primary screen, cell-based, HEK293, calcium dye fluorescence, uHTS. CRF-induced calcium fluorescence. inhibition, % at 11.8 µM. 350,000 tested, 0.59% active;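 active = inhibition of the ligand-induced calcium signal above about 50% at the single tested concentration, limit read from the data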
Starred values were filed as active, the others as inactive; . = no result given.

No.	smiles	IDE act	IMP-1 inh	UBC9 SUMO inh	NS3 helicase inh	VIM-2 inhibitor	pCIP destab	IDE inh	GalR3 antag	CRFBP-R2 block
1	Cc1cc(C)cc(NC(=O)CCn2c(=O)c3cccn3c3ccccc32)c1	-5	-1.3	-1	-2	-1.2	1	0	-10	15
2	CCOC(=O)c1nnn(-c2nonc2N)c1CNc1ccc(C)c(Br)c1	-1	-1.6	-18	-7	-2.5	-8	0	-2	-4
3	Nc1ccc(S(=O)(=O)NCc2ccccn2)cc1	5	-1.6	14	10	-0.5	-7	0	-9	2
4	CS(=O)(=O)c1ccc(Cl)c(NC(=O)COC(=O)c2c(Cl)cccc2Cl)c1	2	0.0	12	-6	1.2	-2	-2	3	0
5	Cc1cccc(NC(=O)CNC(=O)c2ccco2)n1	3	.	.	.	.	.	2	-3	11
6	COC(=O)c1cc(CNC(=O)c2ccc(S(=O)(=O)N(C)c3ccccc3)cc2)ccc1OC	2	.	.	.	.	.	4	-10	-8
7	CCCCSc1nc2c(c(=O)[nH]1)CCC2	-6	-2.4	22	0	-1.8	-7	5	-7	11
8	COc1ccc(C(=O)N/N=C(/C)c2cccc(NC(=O)c3ccncc3)c2)cc1OC	3	-1.9	4	1	-4.0	-8	.	0	4
9	Cc1nn(-c2ccccc2)c(C)c1NC(=O)COC(=O)c1ccccc1OC(F)F	6	1.1	7	2	-2.9	5	-5	-1	58*
10	Cc1cc(C)nc(N2CCCC(C(=O)NCc3cccc(C(F)(F)F)c3)C2)n1 (stereo not drawn)	7	-5.4	14	-5	-2.9	-13	1	-5	29
11	Cn1nc(C(=O)Nc2cccnc2)c2ccccc2c1=O	-1	-5.3	12	12	-0.5	3	2	-2	-8
12	CCn1c(COc2c(C)cccc2C)nnc1SCC(=O)N1CCN(c2ccccc2)CC1	-1	-2.5	25	-2	0.1	-6	2	-5	-18
13	Cc1cc(C(=O)OCC(=O)Nc2ccc(F)c(F)c2F)c(C)o1	0	-1.8	3	13	-1.9	-6	3	4	0
14	COCCCN1CC(=O)N2C(c3ccccc3)c3[nH]c4ccccc4c3C[C@H]2C1=O (stereo partly drawn)	-2	-2.5	3	-8	-2.4	0	-1	-9	-34
15	O=C(COc1ccc(Cl)cc1)NCc1nnc(SCC(=O)NC2CCCCC2)o1	2	-2.6	5	-5	-2.7	-27	-3	0	10
16	Cc1cccc(NC(=O)CSCC(=O)Nc2cccc(S(=O)(=O)N3CCCCCC3)c2)c1	1	.	.	.	.	.	3	-3	-7
17	COc1ccc2nc(C3CCCCC3)c3c(c2c1)CCC3	5	.	.	.	.	.	5	-5	-8
18	Cc1cccc(C2c3[nH]c4ccccc4c3CCN2C(=O)c2cc(CC(C)C)nc(C)n2)n1 (stereo not drawn)	8	-3.9	-7	-1	-2.3	2	-1	-2	-36
19	Cc1nn(Cc2ccc(Cl)cc2)c(=O)n1N(C)c1ncc(C(F)(F)F)cc1Cl	1	-2.6	-18	-3	-4.9	0	5	-7	-8
20	CCOC(=O)CCCNC(=O)COC(=O)/C=C/c1ccc2c(c1)OCO2	-4	-0.4	9	16	1.2	14	-2	-4	23
21	O=C(O)c1ccc(Cl)c(S(=O)(=O)NC(Cc2ccccc2)C(=O)O)c1 (stereo not drawn)	8	-2.5	-3	16	-2.7	-12	0	4	-12
22	COc1ccc2[nH]c3c(c2c1)CCn1c-3nc2ccccc2c1=O	-1	-3.8	34	2	-1.3	-5	4	.	3
23	CC(=O)NN1C(=O)c2ccccc2NC1c1ccoc1 (stereo not drawn)	2	-3.8	22	-11	-2.0	3	6	-5	7
24	CC1c2nc3ccccc3n2C(CC(=O)NCc2ccccn2)C(=O)N1Cc1ccccc1 (stereo not drawn)	6	-2.8	-6	2	-4.1	7	2	-5	7
25	C/C(=N\NC(=O)c1ccc(Br)cc1)c1ccccc1	2	-3.4	0	3	-3.4	-6	2	-1	-13
26	O=C(Oc1ccc(N2C(=O)CCC2=O)cc1)c1ccccc1	1	-1.6	8	0	-1.7	2	2	-3	-24
27	Cc1ccc(C2C3=C(CC(C)(C)CC3=O)N(CCN3CCOCC3)C3=C2C(=O)CC(C)(C)C3)cc1	7	-3.5	18	4	-1.4	1	3	-1	-24
28	COc1ccc(N2C(=O)CC(SC(C)C)C2=O)cc1 (stereo not drawn)	3	-2.5	-5	-2	-0.4	-13	-1	2	-10
29	Cc1ccc(CSCC(Nc2ccc(C(=O)O)cc2[N+](=O)[O-])C(=O)O)cc1 (stereo not drawn)	1	-2.5	12	0	-2.8	-11	0	-2	-18
30	COc1cccc(N=Nc2c(N)[nH]n3c(=O)c4c(nc23)CCCC4)c1	.	-2.0	-30	-9	-0.8	-10	2	0	19
31	COc1ccc(C(=O)CN2C(=O)c3ccccc3C2=O)cc1	.	-2.9	16	-2	-0.9	-8	2	-5	-7
32	COc1ccc(-c2n[nH]c(=S)n2/N=C/c2cccn2C)cc1	2	-3.1	10	-9	-2.3	-15	-1	1	8
33	O=C(COC(=O)c1cnccn1)Nc1ccc(Cl)cc1	2	0.7	11	4	-1.6	-14	5	2	-22
34	O=C(Nc1ccc(CN2CCCCC2)cc1)c1c(F)c(F)c(F)c(F)c1F	1	-3.5	16	-4	-2.3	-6	2	0	-6
35	O=C1N[C@@H](Cc2ccccc2)[C@@H](c2ccco2)O1	3	.	6	.	.	-8	-2	-4	-3
36	CC/C(C)=N\NC(=O)CNC(=O)c1ccc(Cl)cc1Cl	-1	-2.9	16	-5	-3.3	-1	3	-3	-2
37	COc1ccc(OC)c(NC(=O)c2ccc(-n3cccn3)nc2)c1	7	-2.3	46	-6	-9.0	-2	11	-5	-17
38	O=C(COC(=O)C1CCN(c2ccc(C(F)(F)F)cn2)CC1)NCc1ccc(Cl)cc1Cl	-1	.	.	.	.	.	0	-6	0
39	CCN(CC)c1ccc(S(=O)(=O)N2CCOCC2)cc1NC(=O)Cn1nc(C)c([N+](=O)[O-])c1C	6	.	.	.	.	.	-5	-8	-7
40	CCNC(=O)COc1ccc(CC)cc1	-2	-2.5	-8	-5	-3.2	1	0	-4	19
41	O=C(CNS(=O)(=O)c1ccccc1)NCc1cccnc1	4	-0.4	8	-13	-1.6	-6	-1	-5	34
42	CC(=O)Oc1ccccc1C(=O)N(C1CCCCC1)C1CCCCC1	-2	-4.0	8	11	-0.9	-20	11	-11	-7
43	COc1ccc(-c2nc3c(-c4ccccc4)cnn3cc2C)cc1F	-6	-3.2	24	3	-2.7	-6	6	8	-5
44	COc1ccc2c(c1)c(CC(=O)OCC(=O)N(C)C)c(C)n2C(=O)c1ccc(Cl)cc1	-1	-0.8	-4	-28	-0.1	12	3	-1	3
45	O=C1C(O)CC2c3ccccc3CC3(CCCC3)N12 (stereo not drawn)	-5	-6.3	4	-3	-1.0	-9	2	0	-23
46	COc1cccc(CN2CCCC(C(=O)c3ccc4c(c3)OCO4)C2)c1OC (stereo not drawn)	3	-1.2	11	-2	-2.4	0	-4	-4	6
47	CCN(CC)S(=O)(=O)c1ccc(N2CCc3cc(OC)c(OC)cc3C2)nc1	5	-2.2	11	-13	-1.1	1	-5	-6	5
48	O=C(/C=C/c1ccccc1)NCCc1c[nH]c2ccccc12	2	.	.	.	.	.	2	-3	0
49	O=[N+]([O-])c1ccc2c(c1)/C(=N\O)c1ccccc1-2	3	-3.6	7	-2	-1.1	-5	-5	-7	-12
50	CC1CCCCC1NC(=O)c1nn(C)c(=O)c2ccccc12 (stereo not drawn)	-5	-2.2	12	0	-3.5	2	-2	10	21
51	COc1ccc(CNC(=O)C(=O)c2cn(CC(=O)N3CCCC3)c3ccccc23)cc1	2	-2.1	11	-8	-0.1	4	-5	-3	4
52	Cn1c(=O)c2c(nc(NCCOc3ccc(F)cc3)n2C)n(C)c1=O	0	0.1	21	-3	1.5	-7	0	-3	2
53	Cc1oc(-c2cc3c(cc2Cl)OCO3)nc1CN1CCCC1c1ccc(F)cc1 (stereo not drawn)	1	1.1	21	-16	-3.4	-4	-3	-3	-26
54	Cc1nc(NC(=O)c2ccccc2)sc1-c1csc(Nc2ccc(C(=O)O)cc2)n1	2	0.1	41	14	-2.6	2	.	-2	19
55	Cn1cccc1C(=O)Nc1ccc(Cl)c(S(=O)(=O)N2CCCCC2)c1	4	.	.	.	.	.	-1	-1	-5
56	N#Cc1c(-c2ccccc2)c(-c2ccccc2)nn(CC(=O)NNC(=O)Nc2ccccc2)c1=O	1	-3.5	11	1	-1.3	-10	0	-5	9
57	CCN(CC)S(=O)(=O)c1ccc(OC)c(NC(=O)C(Cc2ccccc2)N2C(=O)c3ccccc3C2=O)c1 (stereo not drawn)	.	-4.3	-7	-6	-0.2	-4	0	.	.
58	COc1cccc(C(=O)Nc2nnc(-c3cccs3)o2)c1	9	-7.4	12	5	-6.7	-23	0	5	2
59	Cc1c(C(=O)NNC(=O)c2ccccc2O)oc2ccc(Br)cc12	-1	.	.	.	.	.	4	-2	16
60	CC1CCN(CC(=O)NC(=O)NCc2ccccc2)CC1	2	-3.2	10	-6	-3.4	4	6	-1	-1

More records.
No.	smiles	IDE act	IMP-1 inh	UBC9 SUMO inh	NS3 helicase inh	VIM-2 inhibitor	pCIP destab	IDE inh	GalR3 antag	CRFBP-R2 block
61	CC(C)(C)CNC(CO)C12CC3CC(CC(C3)C1)C2 (stereo not drawn)	1	-1.5	14	-10	-6.1	6	-4	-3	-28
62	COCCNC(=O)COc1ncnc2ccc(Br)cc12	1	-6.5	-2	3	-4.0	-1	-7	1	9
63	O=C(Nc1ccccc1)C1CCCN1S(=O)(=O)c1cccs1 (stereo not drawn)	-1	.	.	.	.	.	7	0	-16
64	COC(=O)C1CN(C(=O)COc2ccccc2C)c2ccccc2O1 (stereo not drawn)	-1	0.2	-1	1	-0.8	0	-1	-10	-14
65	Oc1cccc(-n2nnnc2SCc2ccccc2F)c1	1	-2.2	-1	1	-2.1	-10	-1	-5	9
66	COc1cccc(OCCNC(=O)CSc2ccc(C(F)(F)F)cc2[N+](=O)[O-])c1	-3	-1.8	7	10	1.1	8	3	0	-9

Structures listed above marked active in CRFBP-R2 block:
No.	smiles	IDE act	IMP-1 inh	UBC9 SUMO inh	NS3 helicase inh	VIM-2 inhibitor	pCIP destab	IDE inh	GalR3 antag	CRFBP-R2 block
9	Cc1nn(-c2ccccc2)c(C)c1NC(=O)COC(=O)c1ccccc1OC(F)F	6	1.1	7	2	-2.9	5	-5	-1	58*

Assay outcomes as filed in PubChem BioAssay.
